Source: PubChem BioAssay (several laboratories)
Peg3 promoter: reduces Peg3 promoter-driven luciferase expression in HeLa; HeLa PEG-Prom luciferase reporter, luminescence, overnight; inhibition, % at 20 µM; AID 588405; 360,000 tested, 1.7% active;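 active means inhibition of at least 50% at 20 µM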
NR2E3 ag-1: agonists of human nuclear receptor NR2E3; Q9Y5X4; GST-NR2E3/biotin-RetCOR TR-FRET, 1536-well; inhibition of corepressor binding, % at 4.78 µM; 320,000 tested, 0.12% active; AID 2300;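 active means percent inhibition above the cutoff of mean plus 3 SD of all tested compounds, set per screening campaign, cut at about 20% in these data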;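 further: 0% = DMSO wells and 100% = biotin wells as full block of FRET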
Target sequence (Q9Y5X4 whole entry, looked up): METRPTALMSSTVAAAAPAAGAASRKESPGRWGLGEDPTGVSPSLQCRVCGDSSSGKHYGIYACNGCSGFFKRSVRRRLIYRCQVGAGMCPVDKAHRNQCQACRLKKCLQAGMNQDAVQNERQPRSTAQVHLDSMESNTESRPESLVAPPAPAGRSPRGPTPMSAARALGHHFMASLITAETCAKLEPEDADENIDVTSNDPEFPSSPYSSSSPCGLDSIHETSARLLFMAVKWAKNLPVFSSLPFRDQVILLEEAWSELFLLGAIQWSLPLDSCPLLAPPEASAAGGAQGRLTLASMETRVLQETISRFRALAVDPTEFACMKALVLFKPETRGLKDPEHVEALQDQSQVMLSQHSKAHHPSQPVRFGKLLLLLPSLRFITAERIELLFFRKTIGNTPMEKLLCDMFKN
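Assay system: NR2E3–RetCOR corepressor complex. Quantity: 1.35 nM GST-NR2E3. Buffer or medium: pH 7.5 Tris-based buffer. Reagent: biotinylated RetCOR corepressor at 7 nM final. Schedule: 5 h at 4 °C. Detection: TR-FRET, emission read at 617 and 671 nm. Replicates: one well per compound, singlicate testing.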
H9c2 protect: myocardial damage modulation in H9c2 cells. H9c2 cardiomyocytes, H2O2 injury protection, ATPLite, 2 h. protection from H2O2 cell death, % at 20 µM. 360,000 tested, 0.63% active. AID 588492;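 active means compounds giving at least 50% protection of heart cells from peroxide-induced death in the single-dose screen, raw or plate-pattern-corrected value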;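 further: 0% = DMSO wells with peroxide and 100% = DMSO wells without peroxide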
Shn3 3UTR inh: inhibitors of Schnurri-3 3'UTR reporter in osteoblasts; 360,000 tested, 0.52% active; inhibition, % at 12.5 µM; Clone20 osteoblast Shn3 3'UTR firefly luciferase, 24 h;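 active means mean inhibition of at least 75% with every replicate also reaching 75%; inconclusive means mean inhibition at least 75% but some replicate below; inactive means mean inhibition below 75%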;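 further: 0% = median of neutral control wells and 100% = pilot-screen positive control compound; some compounds past the cut are filed as inactive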
m5-HT2A agonist: mouse HTR2A agonism via beta-arrestin recruitment. CHO-K1 mHTR2A beta-arrestin complementation, luminescence; percent of 30 µM serotonin response. activation, % at 7.6 µM. 360,000 tested, 0.66% active. P35363;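 active means activation above a run cutoff, the mean activation of all tested compounds plus 3 SD, cut at about 14% in these data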;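 further: 0% = plate median of compound wells and 100% = 30 µM serotonin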
Target sequence (P35363 whole entry, looked up): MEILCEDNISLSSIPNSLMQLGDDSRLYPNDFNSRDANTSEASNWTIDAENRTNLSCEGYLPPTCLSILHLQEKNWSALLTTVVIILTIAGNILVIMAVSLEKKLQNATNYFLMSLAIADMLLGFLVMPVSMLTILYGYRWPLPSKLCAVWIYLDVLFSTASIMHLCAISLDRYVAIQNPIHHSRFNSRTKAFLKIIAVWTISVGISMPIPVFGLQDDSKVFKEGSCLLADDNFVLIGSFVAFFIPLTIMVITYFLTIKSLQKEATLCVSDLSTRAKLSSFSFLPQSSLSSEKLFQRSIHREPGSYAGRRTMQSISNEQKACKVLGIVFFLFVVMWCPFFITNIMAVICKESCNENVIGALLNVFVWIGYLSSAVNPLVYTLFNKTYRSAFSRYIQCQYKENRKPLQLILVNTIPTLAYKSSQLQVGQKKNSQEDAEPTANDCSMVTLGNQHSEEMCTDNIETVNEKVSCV
CaV13 ICDI inh: Primary screen for inhibitors of IQ motif and Ca2+-dependent inactivation inhibitor domain binding in CACNA1D, Förster resonance energy transfer in living cells, …. HEK cells, CFP/YFP FRET ICDI-IQ, plate reader, 10 min; percent FRET-ratio fall versus neutral wells. 340,000 tested, 0.098% active. AID 743397. inhibition, % at 12.3 µM;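 active means mean replicate inhibition of at least 30% and at least 1% of replicates passing that level; inconclusive means only one of the two criteria is met; inactive means neither criterion is met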;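 further: 0% = median of the neutral control wells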
iPSC survival up: hiPSC single-cell survival enhancement. ATPlite luminescence; 100% = ROCK inhibitor wells, 0% = DMSO. survival enhancement, % at 20 µM. 360,000 tested, 0.044% active. AID 602274; in the data active means survival enhancement above about 18%;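 further: cells exposed to compounds for 16 hours before the ATP read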
MITF TRPM1 inh: inhibitors of MITF-driven TRPM1 promoter in melanoma cells; SK-MEL-5 TRPM1 promoter luciferase, 24 h; inhibition, % at 12.5 µM; 330,000 tested, 0.83% active; AID 488899;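 active means mean inhibition across replicates of 60% or more, whatever share of single replicates reaches that level; inconclusive means some that reach 60%, reason not given; inactive means mean inhibition across replicates below 60%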; further: values of inactives mirror those of a sister screen read the other way
NR2E3 ag-2: human photoreceptor-specific nuclear receptor agonism. AID 602229. 360,000 tested, 0.35% active. inhibition of corepressor binding, % at 3.98 µM. Q9Y5X4. CHO-S Gal4-NCOR/VP16-NR2E3 two-hybrid, luciferase;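 active means inhibition above the mean of all tested compounds plus 3 SD, cut at about 70% in these data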;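 further: 0% = DMSO with NR2E3 transfected cells and 100% = cells lacking NR2E3 construct; higher means lower luciferase signal from less NR2E3 corepressor binding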
HIF-2a inh: inhibitors of HIF-2a | 786-0 RCC cells HIF-2a reporter, luciferase luminescence, overnight | AID 624352 | inhibition, % at 18.8 µM | 360,000 tested, 0.72% active;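 active means inhibition of the luminescence signal of 40% or more relative to plate controls, in a single-dose primary screen at 18.75 µM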
PDI turbidity: PDI (human) enzyme inhibition | P07237 | PDI insulin aggregation turbidity, A650, 90 min | inhibition, % at 10 µM | 350,000 tested, 0.052% active;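 active means mean inhibition across replicates of 30% or more, whatever share of single replicates reach that level; inconclusive means mean inhibition below 30% while every single replicate reaches 30%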;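 further: absorbance from insulin aggregation driven by PDI reduction with DTT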
The depositor's hits bear a star; ? = inconclusive; · = no result given.

SMILES	Peg3 promoter	NR2E3 ag-1	H9c2 protect	Shn3 3UTR inh	m5-HT2A agonist	CaV13 ICDI inh	iPSC survival up	MITF TRPM1 inh	NR2E3 ag-2	HIF-2a inh	PDI turbidity
CC(=O)Oc1[nH]c(=O)c2cccc3c2c1CCC3	-3	·	43	-21	-7	-6	6.8	·	2	15	-14
COC(=O)C1CCCN1C(=O)COc1ccc(Cl)cc1Br (configuration not stated)	10	0	-7	-9	-3	-20	1.4	-20	-15	11	4
O=C(Nc1ccccc1)NC1CCCCC1	-109	2	-10	-23	-3	-6	-0.8	-28	-14	-151	-11
Cc1cccc2cc(COC(=O)c3ccccn3)c(=O)[nH]c12	1	-2	17	22	1	-6	-0.1	-5	-6	6	-8
O=C(CSc1nncs1)Nc1ccc2c(c1)OCCO2	-140	4	-2	-22	3	·	3.2	-32	-24	-138	11
O=[N+]([O-])c1ccc2[nH]c3nc4ccccc4nc3c2c1	-24	2	-17	73	2	-20	0.4	-7	-18	-22	-3
O=C(CSc1nnc(-c2cnccn2)n1Cc1ccco1)c1ccc(Cl)c(Cl)c1	13	-6	9	20	3	-6	2.6	2	-18	19	3
Cc1c(C(=O)NCCSCc2cccc(C(F)(F)F)c2)cnn1-c1ccc(F)cc1	18	0	-7	-17	-5	-5	0.1	7	-4	10	2
COc1ccc2cc3cc(C(=O)N4CCCCC4C)oc3nc2c1 (configuration not stated)	-193	-1	-2	-67	-3	-13	-0.4	-48	-142	-90	-4
COc1ccc(NC(=O)Oc2cc(C)ccc2C(C)C)cc1	1	-2	-2	5	2	-15	-0.6	-8	-13	-12	-2
COc1cccc(CSC(C(=O)O)c2ccccc2)c1 (configuration not stated)	8	·	0	7	7	-4	-2.2	·	-25	6	-2
Cc1cc(/C=N/n2cnnc2)c(C)n1-c1cccc(C(=O)O)c1	-4	4	-5	-2	3	-7	1.6	1	-1	14	-1
CC1CN(S(=O)(=O)c2ccc(C(=O)Nc3nncs3)cc2)CC(C)O1 (configuration not stated)	-2	·	2	-13	2	-5	-0.4	0	6	0	-11
CCN1C(=O)/C(=C2/C=Cc3cc(C)ccc3N2CC)N(C)C1=S	3	-17	-8	-9	0	-4	1.5	15	-16	19	5
CC(NC(=O)CCNC(=O)c1ccccc1Cl)C1CC2CCC1C2 (configuration not stated)	11	6	-6	-12	1	2	0.1	-3	19	16	-3
NC(CCc1ccccc1)c1csc(NC(=O)Nc2ccccc2Oc2ccccc2)n1 (configuration not stated)	118*	·	-11	96*	0	-6	-4.7	·	-11	-1	6
CCOC(=O)CC1(NC(=O)c2cc(COc3ccc(F)c(F)c3)on2)CCCCC1	15	-6	-9	41	-1	-2	0.3	18	29	10	3
O=[N+]([O-])c1ccc(Cc2nnc(-c3ccccc3Cl)o2)cc1	-262	5	-7	-121	-1	-3	-0.4	-108	-92	-173	14
O=C(NCCSCc1c(F)cccc1Cl)c1ccco1	-72	5	-6	-8	-2	-4	-0.5	-31	-6	-77	-3
CC(C)C[C@H](NC(=O)N1CCn2c1nc1ccccc12)C(=O)NCc1ccccc1	21	4	-2	3	15*	-14	-0.4	18	19	14	-3
Cc1noc(C)c1CSc1ccccc1C(=O)Nc1nccs1	16	2	-1	7	5	-6	1.0	8	3	12	-6
O=C(Nc1ccc(Cl)cc1C(=O)NCc1cccnc1)c1ccco1	22	-2	-6	-1	-3	-9	-0.8	-9	-18	12	0
C[C@@H]1CC2=C(C(=O)OC(C)(C)O2)[C@H](c2ccc(Cl)cc2)O1	·	·	·	·	1	-5	-0.1	·	-2	11	·
O=C(c1cnccn1)N1CCc2ccccc21	-6	1	-4	5	2	-4	1.2	1	-10	-6	2
COc1ccc(CN2C3CCCC2CC(NC(=O)Nc2ccccc2)C3)cc1 (configuration not stated)	-2	2	9	10	2	-5	-3.0	-13	6	9	0
COc1ccccc1CCC(=O)N1CCN(S(=O)(=O)c2cc(C(F)(F)F)ccc2Cl)CC1	5	4	-2	-26	7	-2	-0.1	8	-5	17	-4
Cc1cccc(C)c1-n1c(SCC(=O)N2CC(=O)Nc3ccccc32)nc2ccccc2c1=O	42	0	-4	14	1	-2	1.9	2	1	31	-12
CC(C)c1ccccc1NC(=O)CCCC(=O)O	12	7	-1	-8	3	·	2.1	2	4	3	-12
CCCc1cc(=O)oc2c(C)c(OCC(=O)Nc3ccccn3)ccc12	-267	2	-2	-77	-3	-7	0.7	-31	-35	-119	0
OCC[C@@H]1C[C@@H](O)[C@H](O)[C@@]2(Cc3ccccc3O2)O1	-6	6	6	-62	0	-9	0.2	13	-11	12	2
N=C1S/C(=C\c2ccc(-c3cccc(Cl)c3)o2)C(=O)N1c1nccs1	104*	0	-6	?	0	-6	-3.5	48	4	1	-15
CCOC(=O)COc1c(Cl)cc(/C=C2\N=C(C)OC2=O)cc1OC	0	-3	18	·	2	-3	0.5	9	7	10	7
COc1ccc(NS(=O)(=O)c2cccs2)cc1S(=O)(=O)N1CCOCC1	13	4	4	17	-3	-5	-0.7	10	-39	2	8
Cc1cc(C)cc(OCc2nnc(SCC(=O)OC(C)C)o2)c1	1	7	-3	9	-3	-8	-2.6	-6	-2	10	1
Cc1ccc(NC(=O)CCCN2C(=O)C(c3ccccc3)Oc3cccnc32)c(C)c1 (configuration not stated)	-8	·	-3	13	-4	-5	-1.0	·	11	12	-3
COC(CN(C)S(=O)(=O)c1cc2c3c(c1)CCN3C(=O)CC2)OC	-3	0	5	-16	2	-17	0.6	0	-13	0	-10
Cn1cccc1CN1CCC[C@]2(N[C@H](c3ccc(C(F)(F)F)cc3)[C@@H]3C(=O)N(Cc4ccccc4)C(=O)[C@@H]32)C1=O	0	·	-31	15	-3	-2	-2.5	·	-11	-4	-4
Cc1nc(N)[nH]c(=O)c1Oc1cccc(C(F)(F)F)c1	-1	0	0	-5	-3	-2	-0.8	-16	-9	7	11
CCN(CC)S(=O)(=O)c1ccc2c(c1)C(=NO)c1cc(S(=O)(=O)N(CC)CC)ccc1-2	51*	2	-2	64	-8	-4	-4.7	28	41	38	-4
O=C(NC1(Cc2ccccc2)CCN(CCc2cccs2)C1=O)c1ccccc1 (configuration not stated)	4	0	8	3	3	-5	-2.1	3	-6	-14	1
CC(C)(C)C1N=C(c2ccc3ccccc3c2)OC1=O (configuration not stated)	6	2	-2	-16	0	-4	0.6	7	-42	4	-1
COc1ccc(-n2nc(C(=O)N3CCN(Cc4ccc5c(c4)OCO5)CC3)c3ccccc3c2=O)cc1	10	1	13	4	-1	-1	-2.2	13	-11	9	4
O=C(COc1ccc2ccccc2c1)N1CCN(C(=O)c2cccs2)CC1	3	-2	6	2	0	·	-0.3	7	-16	-6	-4
Cc1ccc(NS(=O)(=O)c2cc(C(=O)N3CCN(C)CC3)ccc2C)cc1C	16	-1	6	-9	6	-5	0.9	-5	18	9	2
COc1ccc(C2C(C(=O)NCCCN3CCOCC3)c3ccccc3C(=O)N2c2ccc(OC)cc2)cc1 (configuration not stated)	-13	-3	5	-7	1	1	-0.3	4	18	13	0
CC(=O)Nc1ccc(-c2cn3c(n2)SCC3)cc1	-71	-2	2	-36	2	-3	-0.8	-87	-7	5	-3
CC(=O)c1ccccc1C(=O)N1CCC(CCC(=O)NCc2ccc(F)cc2)CC1	5	·	6	-6	0	-9	-0.3	·	-15	-4	0
COc1cc(C=NNc2ccccc2)ccc1OC(=O)c1ccccc1	-167	·	-11	-33	-3	-12	-2.2	·	9	-2	4
COc1ccc(S(=O)(=O)N2CCC(NC(=O)c3ccccc3)CC2)cc1	-4	1	-4	-25	2	-18	1.5	·	12	-10	13
COCCNC(=O)C1CCCN(C(=O)c2cncc(Br)c2)CC1 (configuration not stated)	-4	·	2	-5	7	-7	1.1	·	-25	15	-12
Cc1nn(-c2ccccc2)c(Cl)c1/C=N\NC(=O)c1cnccn1	-104	2	-4	-22	-4	-10	-1.7	-58	2	-108	-9
CCN(CC(=O)NC(C)(C)C)C(=O)COc1c(Cl)cc(Cl)c2ccc(C)nc12	38	0	26	15	-2	-16	0.0	22	-19	8	2
O=C(NNc1ncnc2c1cnn2-c1ccccc1)c1ccco1	-14	-1	1	-55	1	-3	1.5	-7	-13	-24	1
S=C(NCCc1c[nH]c2ccccc12)NC1CCCCC1	-92	2	1	-13	-5	-7	-1.0	-33	-53	-57	9
O=C(/C=C/c1ccccc1Cl)N(Cc1cccs1)C1CCS(=O)(=O)C1 (configuration not stated)	26	-2	9	19	-3	-5	1.5	-2	0	-12	-2
N#C/C(=C/c1ccc(F)cc1)c1nnc(NC(=O)c2ccccc2)s1	11	1	6	-3	-1	-14	-0.2	6	-20	9	3
COC(=O)[C@]1(Cc2ccccc2)N[C@H](CN(C)S(=O)(=O)c2ccc(OC(F)(F)F)cc2)[C@@H]2C(=O)N(Cc3ccccc3)C(=O)[C@@H]21	-4	·	-1	15	3	-6	1.1	-4	5	1	-9
CCCNC(=O)CC(NS(=O)(=O)c1ccc(OC)cc1)c1ccco1 (configuration not stated)	1	2	-6	-12	1	-3	-0.4	0	-9	10	4
CSc1ccccc1C(=O)OCC(=O)Nc1cccnc1Cl	-19	·	4	-30	-2	-10	-1.4	-11	-2	0	-2
Nc1ccc(-c2ncc(-c3ccccc3)o2)cc1	-75	9	-10	44	-7	-3	-0.6	58	32	78*	5
(cont.)
SMILES	Peg3 promoter	NR2E3 ag-1	H9c2 protect	Shn3 3UTR inh	m5-HT2A agonist	CaV13 ICDI inh	iPSC survival up	MITF TRPM1 inh	NR2E3 ag-2	HIF-2a inh	PDI turbidity
Cc1onc(-c2ccccc2)c1CNC(=O)Nc1ccccc1	14	-1	-2	31	0	8	0.0	4	-4	22	11
O=C(NCC(O)c1ccc([N+](=O)[O-])cc1)Nc1ccccc1 (configuration not stated)	-2	2	1	6	-4	-5	-0.4	-2	-22	10	2
CCOc1cc(CN2CCN(S(=O)(=O)Cc3ccccc3)CC2)ccc1OC	15	7	1	19	0	-4	0.3	·	-6	15	12
C=CCO/N=C(/CCC)C1=C(N)CC(C)(C)CC1=O	15	0	-3	-9	2	0	-0.5	6	-9	23	0
CCOC(=O)c1c(NC(=O)/C=C/c2ccc3c(c2)OCO3)sc(C)c1CC	-12	-3	9	9	-3	-6	0.0	-4	-4	6	2
